# ROC1-CUL1 inh = inhibitors of human ROC1-CUL1 ubiquitin ligase activity. inhibition, % at 10 µM. hit rate 0.6% among 140,000. in vitro K48 di-Ub FRET, acceptor:donor ratio, 45 min. AID 1347404; in the data active = inhibition above about 25%
# Target sequence (P62877 whole entry, looked up): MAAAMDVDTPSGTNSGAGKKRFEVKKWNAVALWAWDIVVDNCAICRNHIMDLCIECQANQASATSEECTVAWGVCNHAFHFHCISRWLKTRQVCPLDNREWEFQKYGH
# Target sequence (Q13616 whole entry, looked up): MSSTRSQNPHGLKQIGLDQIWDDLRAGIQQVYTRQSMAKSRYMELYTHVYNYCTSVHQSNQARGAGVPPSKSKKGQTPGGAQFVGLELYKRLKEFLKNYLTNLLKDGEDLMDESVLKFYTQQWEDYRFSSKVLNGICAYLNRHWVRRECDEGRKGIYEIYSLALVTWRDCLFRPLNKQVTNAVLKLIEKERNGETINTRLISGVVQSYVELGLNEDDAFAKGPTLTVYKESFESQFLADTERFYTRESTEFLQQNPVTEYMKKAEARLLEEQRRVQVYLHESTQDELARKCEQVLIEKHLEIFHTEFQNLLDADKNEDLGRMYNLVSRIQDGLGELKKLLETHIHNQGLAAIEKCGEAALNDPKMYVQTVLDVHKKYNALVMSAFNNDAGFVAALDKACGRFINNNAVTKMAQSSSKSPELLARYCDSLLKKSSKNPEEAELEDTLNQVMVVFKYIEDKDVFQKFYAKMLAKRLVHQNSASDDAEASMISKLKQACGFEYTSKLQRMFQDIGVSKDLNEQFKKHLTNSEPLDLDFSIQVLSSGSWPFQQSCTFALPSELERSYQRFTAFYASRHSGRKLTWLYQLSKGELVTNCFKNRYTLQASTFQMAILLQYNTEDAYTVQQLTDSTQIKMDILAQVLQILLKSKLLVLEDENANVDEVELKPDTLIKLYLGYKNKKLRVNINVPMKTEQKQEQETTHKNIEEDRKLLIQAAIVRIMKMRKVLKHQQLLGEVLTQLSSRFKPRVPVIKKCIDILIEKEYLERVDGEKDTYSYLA
# The depositor's hits bear a star.
structure,ROC1-CUL1 inh
CCNC(=O)c1cn(CC(C)C)cc(C(=O)NC2CCCCCC2)c1=O,10.4
COc1ccc(NC(=O)CCCc2ccccc2)cc1OC,9.0
Cc1cc2cccc(C(=O)N3CCC4(CCCN(C)C4=O)C3)c2o1 (stereo not given),4.6
Cc1c(Cc2ccccc2)sc(NC(=O)Nc2ccc(Cl)cc2)c1C(N)=O,-1.8
CCOc1ccc(CNCC(C)O)cc1Cl (stereo not given),13.0
CCCCOc1ccc(-c2nnc(-c3ccc(C(C)(C)C)cc3)n2-c2ccccc2)cc1,-5.7
CC12CCC(C(=O)N(Cc3ccccc3)Cc3ccccc3)(CC1=O)C2(C)C (stereo not given),11.0
CC(C)c1cc2ccc1CCc1ccc(cc1Br)CC2,4.0
CCc1cccc(NC(=O)CCS(=O)(=O)c2cc3c4c(c2)CCN4C(=O)CC3)c1,3.7
CC(=O)N1CCc2cc(Br)cc(S(=O)(=O)CCC(=O)N3CCN(c4ccccc4Cl)CC3)c21,-1.6
Cc1cc(NC(=O)CSc2nnc(-c3ccncc3)o2)no1,3.8
COc1ccc(CC2(CCC(=O)NCCn3ccc4ccccc43)CCC(=O)N2)c2ccccc12 (stereo not given),9.6
CC(=O)OCc1ncc2sccc2n1,3.3
N#Cc1ccc(/C=C/C(=O)C2C=CC=CC(=O)C2=O)cc1 (stereo not given),6.5
O=C1N=C2CC(c3ccccc3)CC(=O)C2C=C1c1nc(-c2cccc(Cl)c2)cs1 (stereo not given),0.5
CC1CCC(Nc2ncnc3onc(-c4ccc(Cl)cc4)c23)CC1 (stereo not given),0.4
c1ccc(-c2nc3c(c(-c4ccccc4)n2)CCCCCC3)cc1,-3.3
CCN(C(=O)C1CCN(c2ncnc3c2nc2n3CCCCC2)CC1)c1cccc(Cl)c1,1.4
Cc1ccccc1Oc1ncccc1CNC(=O)C1CCN(C)CC1,0.0
Cn1nc(C(C)(C)C)c2cc3c(F)c(F)c(-n4cc(CO)c5ccccc54)c(F)c3nc21,0.6
CN(Cc1n[nH]c(=O)[nH]1)Cc1cn[nH]c1-c1ccc(-c2ccccc2)cc1,7.9
Cc1cc(C)n(-c2nc(C)nc(N)n2)n1,0.5
CC(C)c1nc2ccc(C(=O)NCCCN3CCN(c4ccccc4F)CC3)cc2o1,8.8
COc1ccccc1NCC(=O)n1nc(C)cc1C,2.5
Cc1nn(-c2ccccc2)c2c1C(C(F)(F)F)(C(F)(F)F)C(C#N)C(=N)O2 (stereo not given),-3.7
C=CCn1c(SCC(=O)Nc2cccc(Cl)c2)nc2sc3c(c2c1=O)CCCC3,-0.4
CCOc1ccc2nc(CN3CC[C@@H](N4CCOCC4)[C@H](O)C3)ccc2c1,-4.6
COC(=O)c1ccc(NC(=O)CN(C)S(=O)(=O)c2ccc3c(c2)CCCC(=O)N3)cc1,2.0
COc1cccc(-c2nc3cc(Cl)c(Cl)cc3[nH]2)c1,5.2
CCOC(=O)c1c(NC(=O)c2cccc([N+](=O)[O-])c2C)sc2c1CCC2,7.0

# Some of these compounds in order of the ROC1-CUL1 inh value, ascending:
structure,ROC1-CUL1 inh
Cc1cc(C)n(-c2nc(C)nc(N)n2)n1,0.5
COC(=O)c1ccc(NC(=O)CN(C)S(=O)(=O)c2ccc3c(c2)CCCC(=O)N3)cc1,2.0
COc1ccc(NC(=O)CCCc2ccccc2)cc1OC,9.0

# Going on with the list.
structure,ROC1-CUL1 inh
CCOC(=O)N1CCC(C(=O)SCC)=C1C,16.3
Cc1ccc(C2c3[nH]c4ccccc4c3CCN2C(=O)CSc2ccccc2)cc1 (stereo not given),-13.5
CC(C)(C)NC(=O)OC1Cc2ccccc2Sc2ccc(Cl)cc21 (stereo not given),6.2
COc1ccc(NC(=O)CSc2nnc(-c3nonc3NC(C)=O)n2C)cc1Cl,-6.9
Cc1ncc2c(c1-c1noc(-c3ccc4occc4c3)n1)CCNC2,-0.6
COC(=O)c1c(-c2ccc(Cl)cc2)noc1N1CCN(c2cc(C)ccc2C)CC1,-0.4
COc1ccccc1C1c2cc(Cl)c(O)cc2OC(=N)C1C#N (stereo not given),1.8
CCOc1ccc2ccc(OCC)c(/C=C3\C(=O)NC(=O)N(C4CCCCC4)C3=O)c2c1,21.6
NC(=O)C1(C(=O)N2CCCC(CCc3ccc(F)cc3F)C2)CC1 (stereo not given),3.0
CCCOC(=O)CCCC[C@H]1SC[C@@H](NC(=O)OC)[C@H]1NC(=O)OC,1.0
CCOC(=O)c1cn(CC(=O)Nc2ccc(OC)cc2OC)nn1,-2.5
CCOC(=O)c1c(-c2ccccc2)oc2ccc(N(C(C)=O)S(=O)(=O)c3ccc(C)cc3)cc12,-1.2
CC1(C)Cc2nc(N3CCOCC3)ncc2C(NC(=O)CC2=CCCCC2)C1 (stereo not given),2.0
CC(=O)Nc1ccnn1C1CCN(Cc2ccc(-c3ccccc3)cc2)CC1,3.9
COc1ccccc1CNC(=O)CCNS(=O)(=O)c1ccc2c(c1)CCCC(=O)N2,-2.8
COc1ccc(CSCC(=O)N/N=C/c2ccccc2OCc2ccccc2)cc1,-5.8
Cc1ccc(NS(=O)(=O)c2ccccc2C)cc1NS(=O)(=O)c1ccccc1C,-4.9
Cc1ncsc1C(=O)N1N=C2/C(=C/c3ccc(N4CCOCC4)cc3)CCCC2C1c1ccc(N2CCOCC2)cc1 (stereo not given),-5.5
CN1CCN(CCOC2Cc3ccccc3Sc3ccc(Cl)cc32)CC1 (stereo not given),-7.6
Cn1nnnc1SCC(=O)Nc1nnc(SCc2ccc(Cl)c(Cl)c2)s1,2.4
Cc1nn(Cc2ccccc2)c(C)c1NC(=O)c1cc(C(C)C)on1,-9.7
Cc1cc(Br)c([N+](=O)[O-])cc1C,-7.1
O=C(Cc1ccccc1)NC(=S)Nc1ccc(I)cc1,-6.6
O=C(Oc1ccccc1/C=C1\Sc2ccccc2C1=O)c1cccc(Cl)c1,2.8
Cc1cccc(-c2nn3c(-c4ccncc4)nnc3s2)c1,-4.1
Cc1cc(Nc2ccc(F)cc2)n2ncnc2n1,0.3
Cc1ccc(OS(=O)(=O)c2ccccc2)cc1,-2.6
CC(=O)c1c(=O)n(O)cc2ccccc12,91.0*
CCc1ccc(OC(C)c2nnc(SCC(=O)Nc3ccccc3F)n2C)cc1 (stereo not given),3.7
COc1ccc(OC)c(-c2nc(CN(C)Cc3nc(-c4cccnc4)no3)c(C)o2)c1,-0.6

# New compounds follow.
structure,ROC1-CUL1 inh
COc1ccc(C(=O)CC=Nc2cc(Cl)ccc2Cl)cc1,-3.2
CC(C)(C)OC(=O)N1CCC(c2c(C(=O)NCCN3CCOCC3)cnn2-c2cccc(Cl)c2)CC1,8.1
COCC1CCN(Cc2cccc(-c3nc(-c4ccncc4)cc(=O)[nH]3)c2)C1 (stereo not given),-4.1
Cc1ccc2cccc(NC(=O)c3ccc(-c4cccc(Cl)c4)o3)c2n1,-5.9
CC(=O)Oc1cc2c3ccccc3n(C)c2c2cc(C)c(C)cc12,5.1
COc1ccc(S(=O)(=O)Nc2ccc(NC(C)=O)cc2)c(Cl)c1Cl,-3.8
Cc1cc(C)cc(NS(=O)(=O)Cc2ccccc2F)c1,-3.4
CCn1ccnc1CN1CCC(CO)(CC2CCCCO2)CC1 (stereo not given),7.5
O=[N+]([O-])c1ccc(/C=N/Nc2nc(-c3ccccc3)c3cc(Cl)ccc3n2)o1,-3.7
Cc1ccc(-n2c(=O)c3ccc(C(=O)NCc4ccco4)cc3n(CC(=O)Nc3ccccc3C(F)(F)F)c2=O)cc1,-6.1
COC(=O)c1cc(OC)c(OC)cc1NC(=O)c1ccc2c(c1)CCN2S(=O)(=O)c1ccccc1,2.9
Cc1cc(C)c2nc3c(cc2c1)c(=O)oc1ccccc13,10.6
COc1ccccc1C1CN(Cc2ccc(C#CC(C)(C)O)cc2)Cc2ccccc2O1 (stereo not given),1.8
COc1cccc(CCC2CCCN(C(=O)c3cccnc3)C2)c1 (stereo not given),-1.7
O=C(c1cccc(Br)c1)N1CCN(Cc2cc(=O)n3nc(-c4ccccc4)sc3n2)CC1,3.6
CCOC(=O)c1ccc(NNC(=O)CC)c([N+](=O)[O-])c1,-1.4
CCn1cc(C(=O)NCCCOC)c(=O)c2cc(S(=O)(=O)N3CCCC3)ccc21,-3.0
CN(CCc1ccccc1)Cc1cnc(S(C)(=O)=O)n1CC1CCCO1 (stereo not given),-0.4
C=CCN=Cc1c(NC(=O)c2ccccc2)sc(C)c1C,15.0
C/C(=N\Nc1nc(-c2ccccc2)c(C)s1)c1ccc(OCc2ccccc2)cc1,6.0
CCCOC1CCCN(C(=O)Cn2nnnc2CN2CCCCCC2)C1 (stereo not given),3.2
Cc1cc(C)c(S(=O)(=O)NCC2CCC(C(=O)NCCc3ccccc3)CC2)c(C)c1 (stereo not given),-11.2
O=C(Cn1nnnc1CN1CCCC1)NCCCN1CCCc2ccccc21,-1.9
Cc1ccccc1CN1C(=O)C(O)(CC(=O)c2ccc(Br)cc2)c2ccccc21 (stereo not given),6.8
CCCCn1c(=O)c2c(nc3n2C(C)C(C)=NN3C(C)C)n(C)c1=O (stereo not given),2.4
Nn1c(-c2ccccn2)nnc1-c1ccccn1,-2.4
COc1cc(C2c3c(n[nH]c3C)OC(=N)C2C#N)ccc1OCc1c(C)cc(C)cc1C (stereo not given),-0.9
CCC(C)NC(=O)c1c(C)oc2nc(C)nc(N3CCOCC3)c12 (stereo not given),-0.6
C[C@@H]1CN(c2ccc(C(=O)N3CCC(CCn4cccn4)CC3)cn2)C[C@H](C)O1,7.0
CC(C(=O)Nc1ccc(F)cc1)N1CCN(c2ccccc2)CC1 (stereo not given),-9.9

# New compounds follow.
molecule | ROC1-CUL1 inh
CCCCc1nn2c(=O)cc(COC(=O)COc3ccc(C)cc3)nc2s1 | -0.4
CC1CCCN(S(=O)(=O)c2ccc(N3CCCC3=O)cc2)C1C (stereo not given) | 0.7
CCOC(=O)N1CCc2c(sc3c2c(=O)n(Cc2ccccc2)c(=O)n3CC(=O)Nc2ccc(C)cc2C)C1 | -3.9
O=c1oc2cc(Cl)ccc2n1Cc1ccccc1 | -1.9
CC(C)(Nc1ccccc1)C(=O)c1ccccc1 | -1.4
Cc1ccc(C(=O)c2oc3ccccc3c2NC(=O)COc2ccc(Cl)c(C)c2)cc1 | 0.1
O=C1C(CSCc2ccccc2)NC(=S)N1C1CCCCC1 (stereo not given) | 0.6
Cc1cccc(N2C(=O)CSC23C(=O)N(CC(=O)NCCc2ccccc2)c2ccccc23)c1 (stereo not given) | 4.5
c1ccc(C2C3CCCCC3(N3CCCC3)ON2c2ccccc2)cc1 (stereo not given) | -2.0
COc1ccc(/C(C)=N/NC(=O)c2cccc([N+](=O)[O-])c2)cc1 | -4.4
Cc1cc(C)c(NC(=O)C(C)n2nnc3sc(-c4ccccc4)cc3c2=O)c(C)c1 (stereo not given) | 6.6
CC(C)NC(=O)c1ccccc1NC(=O)c1nsc2ccccc12 | -4.5
Cc1ccc(C)c(S(=O)(=O)c2nnn3c2nc(Nc2ccc(C)c(C)c2)c2sccc23)c1 | -1.0
CN(C)Cc1ccc(C(=O)N(C)CC2CCCN(CCc3ccc(F)cc3)C2)o1 (stereo not given) | 5.4
CC1=NC(C(F)(F)F)(C(F)(F)F)C2C(=O)NC(=O)N(c3ccc(Cl)cc3)C2=N1 (stereo not given) | 2.9

# (next part)
molecule | ROC1-CUL1 inh
CC(=O)Nc1ccc(S(=O)(=O)NNC(=O)CCC(=O)Nc2cccc(Cl)c2C)cc1 | 1.7
Cc1ccc(NC(=O)CSc2nc3ccccc3n2CC(=O)N(C)C2CCCCC2)cc1C | 4.2
CN(CC(=O)Nc1ccc(S(N)(=O)=O)cc1)S(=O)(=O)c1cc(Cl)ccc1Cl | 9.2
Brc1ccc(Br)c2cnccc12 | 0.3
Nc1cc(C(=O)NC2CCCCC2)ccc1Cl | -7.4
CC(NS(=O)(=O)c1ccc(OCC(=O)Nc2ccc(Br)cc2F)cc1)c1ccccc1 (stereo not given) | -7.7
COc1ccc(NCc2cccn2-c2nnc(N3CCOCC3)s2)cc1OC | -9.3
CC(=C/c1ccccc1)/C=C1/SC(=S)N(C(C(=O)O)C(C)C)C1=O (stereo not given) | 24.5
N#Cc1cc([N+](=O)[O-])ccc1Oc1ccc(/C=N/NC(=O)c2ccccc2)cc1 | 7.5
Cc1ccccc1C(=O)Nc1sc2c(c1C(=O)N1CCN(Cc3ccccc3)CC1)CCCC2 | 14.0
CC(=N)C1C(=O)Oc2c(F)c(Sc3ccccc3N)c(F)c(F)c2C1=O (stereo not given) | 7.8
O=C(COc1ccccc1Cl)Nc1nnc(S(=O)(=O)N2CCCCCC2)s1 | 1.2
O=C(O)c1ccccc1Oc1ncccc1[N+](=O)[O-] | -1.5
Cc1cccc(C(=O)Nc2ccc3oc(-c4cccc5c(Br)cccc45)nc3c2)c1 | 5.6
Cc1cccc(C(=O)O)c1NC(=O)Cc1ccccc1 | 0.2

# Sorted by count of non-hydrogen atoms (high to low): some entries from above
molecule | ROC1-CUL1 inh
Cc1ccccc1Oc1ncccc1CNC(=O)C1CCN(C)CC1 | 0.0
CC(C)(C)NC(=O)OC1Cc2ccccc2Sc2ccc(Cl)cc21 (stereo not given) | 6.2
CCOC(=O)N1CCC(C(=O)SCC)=C1C | 16.3

# Carrying on:
molecule | ROC1-CUL1 inh
CCOC(=O)c1c(-c2ccc(C)s2)csc1N | -3.8
CCOc1ccc(CNC(=O)Cn2ccc3cc(S(=O)(=O)N4CCCCCC4)ccc32)cc1 | 3.9
CCOc1ccc(S(=O)(=O)NC(C)(C)C)cc1OCC | -5.8
COc1cc(Br)cc(CNc2ccc3c(c2)OCCO3)c1O | 5.4
O=C(c1ccc(Br)s1)N(Cc1cccnc1)c1nc2ccc(F)cc2s1 | 3.7
CC(=O)C1=NN(c2ccc(C)cc2)C2(S1)c1ccccc1C(c1ccc(C(C)C)cc1)=NN2c1ccccc1 (stereo not given) | 1.5

# Reprinted from the listing for reference:
molecule | ROC1-CUL1 inh
COc1cc(Br)cc(CNc2ccc3c(c2)OCCO3)c1O | 5.4
O=C(c1ccc(Br)s1)N(Cc1cccnc1)c1nc2ccc(F)cc2s1 | 3.7
CC(=O)C1=NN(c2ccc(C)cc2)C2(S1)c1ccccc1C(c1ccc(C(C)C)cc1)=NN2c1ccccc1 (stereo not given) | 1.5

# Source: PubChem

# A portion of the library (hit frequency here may not be typical).
